FBA Mtb inh – Mtb fructose-bisphosphate aldolase inhibition. purified M. tuberculosis FBA, fluorescence read-out. inhibition, % at 1 µM. actives 2.3% (n = 360,000). P9WQA3; in the data active = inhibition above about 27%;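 note: 0% = vehicle and 100% = reference inhibitor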
Target sequence (P9WQA3 whole entry, looked up): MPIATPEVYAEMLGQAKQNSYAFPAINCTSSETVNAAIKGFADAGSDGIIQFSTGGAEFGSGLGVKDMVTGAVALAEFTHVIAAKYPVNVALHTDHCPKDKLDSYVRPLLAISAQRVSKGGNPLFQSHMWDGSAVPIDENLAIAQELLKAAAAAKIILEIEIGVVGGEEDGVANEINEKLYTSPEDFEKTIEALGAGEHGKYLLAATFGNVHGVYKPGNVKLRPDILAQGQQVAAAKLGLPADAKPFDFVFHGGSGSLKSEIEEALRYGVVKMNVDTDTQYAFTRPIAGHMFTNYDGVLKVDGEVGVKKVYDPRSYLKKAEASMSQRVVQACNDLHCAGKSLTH
PriA SSB inh – inhibitors of Klebsiella pneumoniae PriA binding to SSB C-terminal tail; AID 1272365; inhibition, % at 33 µM; actives 0.6% (n = 430,000); AlphaScreen SSBct-PriA binding, biotinylated peptide; in the data active = inhibition mostly above about 37%, no sharp cut-off; inactive = mostly below about 20%;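 note: plate controls were negative control peptide for no effect and reference peptide for full effect; strong numbers were not always called active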
Mtb BioA inh – inhibitors of Mycobacterium tuberculosis BioA enzyme | actives 0.096% (n = 360,000) | inhibition, % at 9.99 µM | purified M. tuberculosis BioA enzyme, plate reader | AID 602481; in the data active = inhibition above about 40%
SARS 3CLpro inh – SARS-CoV 3CLpro protease inhibition | recombinant SARS-CoV 3CLpro, quenched FRET peptide cleavage | inhibition, % at 6 µM | actives 0.14% (n = 290,000); in the data active = inhibition above about 12%
GDH-TPI inh – inhibits GDH-TPI coupling enzymes, artifact for Mtb FBA screen | actives 1.2% (n = 360,000) | GDH-TPI coupled enzyme counterscreen, NADH absorbance | inhibition, % at 4.8 µM; in the data active = inhibition above about 30%;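 note: 0% = DMSO wells and 100% = wells lacking the enzyme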
Rv3671c inh – inhibits the M. tuberculosis serine protease Rv3671c; inhibition, % at 5.96 µM; P9WHR9; actives 0.048% (n = 320,000); AID 2606; in the data active = inhibition above about 38%;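 note: extracellular domain of Rv3671c used as enzyme; 0% = enzyme with DMSO and 100% = no enzyme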
MazEF act – MazEF (E. coli) toxin RNase activation; activation, % at 20 µM; AID 504720; FAM/BHQ RNA-DNA oligo cleavage fluorescence, 5 h; actives 0.32% (n = 350,000); P0AE70; in the data active = activation above about 50%
Target sequence (P0AE70 whole entry, looked up): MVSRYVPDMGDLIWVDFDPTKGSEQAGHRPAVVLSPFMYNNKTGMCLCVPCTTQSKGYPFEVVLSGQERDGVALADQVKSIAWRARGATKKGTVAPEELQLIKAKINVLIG
DUSP3 inh – blocks human VHR1 dual specificity phosphatase; P51452; recombinant VHR phosphatase, pNPP absorbance; inhibition, % at 13.3 µM; actives 0.52% (n = 290,000); AID 1654; in the data active = inhibition above about 50%; note: some compounds called inactive have numbers as strong as hits
Target sequence (P51452 whole entry, looked up): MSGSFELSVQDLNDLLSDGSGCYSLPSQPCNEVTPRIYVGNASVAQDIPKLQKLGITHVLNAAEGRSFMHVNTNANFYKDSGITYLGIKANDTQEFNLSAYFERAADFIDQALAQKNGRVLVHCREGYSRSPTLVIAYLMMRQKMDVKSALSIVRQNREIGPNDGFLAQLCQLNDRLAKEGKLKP
UGM FP inh – inhibitors of M. tuberculosis UDP-galactopyranose mutase | P9WIQ1 | purified UGM, fluorescence polarization probe displacement | inhibition, % at 10 µM | actives 0.06% (n = 320,000) | AID 504406; in the data active = inhibition above about 10%, passing the limit was not always enough
Target sequence (P9WIQ1 whole entry, looked up): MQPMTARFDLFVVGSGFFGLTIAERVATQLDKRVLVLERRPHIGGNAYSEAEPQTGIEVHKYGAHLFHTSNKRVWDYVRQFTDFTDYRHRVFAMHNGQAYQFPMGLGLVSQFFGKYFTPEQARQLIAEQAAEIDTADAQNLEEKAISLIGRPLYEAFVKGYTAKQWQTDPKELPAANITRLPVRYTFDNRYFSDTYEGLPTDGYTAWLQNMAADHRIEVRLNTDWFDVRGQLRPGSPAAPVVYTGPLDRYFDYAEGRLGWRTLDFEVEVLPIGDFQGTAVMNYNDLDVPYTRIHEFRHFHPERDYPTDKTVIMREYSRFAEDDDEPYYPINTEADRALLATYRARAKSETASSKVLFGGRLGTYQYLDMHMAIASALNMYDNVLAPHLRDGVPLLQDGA
BH1578 lux ind – quorum light induction in luxS cqsA deficient V. cholerae; activation, % at 18.7 µM; actives 0.16% (n = 350,000); AID 588436; V. cholerae BH1578 lux reporter, luminescence, 6 h; in the data active = activation mostly above about 9.7%, no sharp cut-off; note: not every result past the cut was called active; inactives centre near 0; reference of the scale not given here
Numbers without * were called inactive; i = inactive; x = no result given; & = joins results of further samples.

SMILES	FBA Mtb inh	PriA SSB inh	Mtb BioA inh	SARS 3CLpro inh	GDH-TPI inh	Rv3671c inh	MazEF act	DUSP3 inh	UGM FP inh	BH1578 lux ind
CC1=C(C/C(C)=C/c2ccccc2)/C(=C/CO)[C@H](O)[C@](C)(O)C12CC2	1	-19	-0.7	x	14	-17	-1	x	-4.0	-1.3
COc1ccc(OCCC(=O)OCC(=O)c2ccc[nH]2)cc1	2	4	x	-3	-6	0	5	8	2.9	i
CCc1c(C(=O)N/N=C/c2ccco2)nnn1-c1nonc1N	3	x	-1.6	-3	16	-4	15	10	-2.0	-1.2
CCc1[nH]nc(C(=O)NC2CCCc3c2cnn3-c2cc(C)cc(C)c2)c1C (configuration not stated)	-2	3	-0.6	3	-8	-6	3	18	0.0	i
Cn1c(=O)c2c(nc(Oc3ccc(-c4ccccc4)cc3)n2C)n(C)c1=O	0	-3	2.7	3	2	0	3	-13	-2.2	-5.9
COc1ccc(CN(C)CC2CCCN(CCc3ccc(F)cc3)C2)c(OC)c1OC (configuration not stated)	-1	-2	0.7	-2	5	-1	8	60*	0.0	-1.6
CN(C(=O)COC(=O)c1ccc2ccccc2n1)C1CCS(=O)(=O)C1 (configuration not stated)	-3	5	x	-1	1	-5	-2	12	0.4	-0.3
COCCNC(=O)c1c(NC(=O)c2ccc(Br)o2)n(Cc2ccccc2)c2nc3ccccc3nc12	27	-23	-1.5	4	27	-219	-14	-8	5.5	i
COCCCN1C(=O)C(=O)/C(=C(/O)c2ccccc2)C1c1ccc(N(C)C)cc1 (configuration not stated)	5	x	-1.7	-1	12	-1	0	8	-2.8	-0.4
Cc1cccc(NC(=O)C(Cc2ccccc2)c2nn[nH]n2)c1C (configuration not stated)	-1	-16	-0.8	0	-9	-3	1	18	-0.5	-0.2
CCc1ccc(N2CN(Cc3cccnc3)CNC2=S)cc1	3	2	x	2	-3	4	5	9	3.9	-0.9
COC(=O)Cc1c(C)c2ccc(OCC(=O)NC3CCS(=O)(=O)C3)cc2oc1=O (configuration not stated)	140*	-10	-0.4	-5	7	1	1	-17	-0.9	i
COc1ccccc1NC(=O)c1ccccc1S(=O)(=O)c1ccccc1[N+](=O)[O-]	0	1	x	1	4	-7	2	2	-2.8	i
COc1ccc2cc(C(=O)C3CCCN(C(=O)Cc4c(C)noc4C)C3)ccc2c1 (configuration not stated)	182*	-12	1.9	5	13	6	4	22	-0.8	-0.3
COc1ccc(C(=O)N2CCOC2CNC(=O)C(=O)NCc2ccc(Cl)cc2)cc1 (configuration not stated)	2	-8	x	-3	6	1	0	17	2.0	5.2
CC1CCCCC1NC(=O)/C=C/c1nc2ccccc2s1 (configuration not stated)	8	-14	x	4	14	-5	-6	18	-0.5	i
O=C1CN(C(=O)COC(=O)c2ccc(Br)o2)c2ccccc2N1	2	-1	-0.8	x	-1	-1	0	x	-2.3	0.5
O=C(Nc1cccc(F)c1)C1CCCN(C(=O)c2ccc(Cl)cc2)C1 (configuration not stated)	-1	-12	3.1	x	-4	-9	6	x	1.2	-0.3
CCOC(=O)c1cnc2c(C)cccc2c1NCCCN1CCOCC1	1	1	-0.9	-4	12	3	8	1	-2.8	-0.7
O=C(Nc1cccn2ncnc12)c1ccccc1	-1	4	0.4	-4	-5	4	1	20	-1.7	i
CC(C)(C)c1cc(CN2CCCCC2)cc(C(C)(C)C)c1O	x	x	x	3	x	-8	x	0	-0.2	x
Cc1nn(C(=O)c2cccnc2)c(C)c1Sc1ccc(Br)cc1	0	-8	0.9	5	2	1	1	14	-0.9	1.1
Cc1c(C)[n+](=O)c(-c2ccc(Br)cc2)c(C)n1[O-]	21	-4	x	3	2	4	4	13	1.8	-1.1
CCOC(=O)c1[nH]c(=O)[nH]c1CN(Cc1ccco1)Cc1[nH]c(=O)[nH]c1C(=O)OCC	-5	-5	x	5	-3	6	-4	4	-0.4	-0.3
N#CCCn1c(SCC(=O)NCc2ccco2)nc2ccccc21	-2	-19	-2.1	6	4	-3	0	4	x	-2.2
O=C(COc1ccccc1)N[C@@H]1c2ccccc2CC[C@@H]1O	-2	-14	1.7	x	0	x	5	x	x	i
CC(NC(=O)c1ccco1)C(=O)Nc1nc(-c2ccccn2)cs1 (configuration not stated)	-1	74*	1.1	6	-10	3	2	29	-1.3	i
COc1cc2nncc(SC)c2cc1OC	-3	-2	4.9	x	22	x	6	x	x	-1.0
Cc1ccc2[nH]c(C(=O)N3CCN(C(c4ccccc4)c4ccccc4)CC3)cc2c1	5	-2	-2.9	6	8	-1	-2	15	1.6	i
CCCC(=O)Nc1ccc(C(=O)COC(=O)C2CC2)cc1	-1	1	0.3	x	0	9	12	x	1.8	-1.2
O=C(NCc1ccco1)c1csc2c1CCCC2	3	0	0.3	0	1	8	5	13	0.3	i
CC1CN(C(=O)c2ccc(Br)c(S(=O)(=O)N3CCOCC3)c2)CC(C)O1 (configuration not stated)	2	6	3.1	x	1	-7	-5	x	4.6	i
O=C(COC(=O)c1cccc(NC(=O)c2ccco2)c1)c1ccc(Br)cc1	-1	9	-0.2	-4	-4	-161	-7	-7	2.5	x
COc1ccc(CN2CCCCC2C)c(C)c1C (configuration not stated)	-2	-13	-0.6	-2	-5	6	-5	3	3.8	i
C[C@H]1O[C@@H](O[C@H]2CC[C@@]3(C)C(CC[C@]4(C)C3C=C[C@]35OC[C@@]6(CCC(C)(C)C[C@H]63)[C@@H](O)C[C@]54C)[C@]2(C)CO)[C@H](O)[C@@H](O[C@@H]2O[C@H](CO)[C@@H](O)[C@H](O)[C@H]2O)[C@H]1O (some centres not stated)	2	4	1.2	x	-6	0	-11	x	-1.1	1.0
C/C(=N/NC(=O)c1cc(-c2cccc([N+](=O)[O-])c2)n[nH]1)c1ccc(Cl)cc1	1	x	-0.7	-2	4	3	56*	7	0.6	-0.3
CCOCCCN(C(=O)c1ccco1)C(C(=O)NC1CCCC1)c1cccc(OC)c1OC (configuration not stated)	0	-2	0.5	2	9	x	6	15	x	-0.3
O=S(=O)(NCCc1csc(-c2ccc(C(F)(F)F)cc2)n1)c1ccc2c(c1)OCCO2	1	-8&-5	-1.0	2	-3	-13	4	49	-1.0	-0.6
COCC(C)N1CCC(Oc2cccc(C(=O)NCCc3ccccc3)c2)CC1 (configuration not stated)	0	10	3.0	2	1	8	5	15	-0.5	i
O=C(CCNC(=O)c1ccc(Cl)cc1)NNC(=O)c1ccc(F)cc1	-1	-2	-1.1	x	-1	x	3	x	x	i
Cn1cnnc1SCC(=O)c1c[nH]c2ccccc12	-1	9	-0.2	-5	-7	-1	2	30	1.4	-0.2
NC(N)=N/N=C/c1cc([N+](=O)[O-])ccc1O	-10	x	-0.8	2	25	0	2	13	-0.7	0.6
Cc1ccc(C2=NN(CCC(=O)NCCC(C)C)C(=O)CC2)cc1	x	x	x	6	x	-11	x	4	-2.1	x
CCOC(=O)c1cc2c(=O)n3cccc(C)c3nc2n(CC2CCCO2)c1=NC(C)=O (configuration not stated)	79*	-1&10	3.5&-5.0	-4	6&1	-2	2&9	x	-2.3	-0.4
Cc1ccc(S(=O)(=O)CC(C)N2CCN(C3CCCCC3)CC2)cc1 (configuration not stated)	4	1	-1.6	1	0	5	-13	-27	-0.4	i
COc1ccc(-c2nn3c(-c4ccc(F)cc4)nnc3s2)cc1	-1	-3	x	1	7	-9	-7	10	0.5	5.4
Cc1ccc2nc(SCc3nc4cc(Cl)ccc4c(=O)[nH]3)[nH]c2c1	1	9	x	3	6	-5	4	12	0.6	1.6
COc1ccccc1CN1CC(C(=O)NCc2cnn(C)c2)CCC1=O (configuration not stated)	4	-4	-1.0	-2	-1	-8	1	38	-2.6	0.8
CCCCc1ccc(NC(=O)CSc2nc(=O)n(CCN(CC)CC)c3c2CCC3)cc1	-2	14	-0.6	x	-7	1	10	x	-0.4	-0.7
CCC(C)(C)NC(=O)C(c1cccc(OC)c1OC)N(Cc1ccc(OC)cc1)C(=O)CCC(=O)Nc1cc(C)on1 (configuration not stated)	-2	-6	2.8	-7	-3	-15	6	41	0.1	-0.2
COc1cccc(N/C(C)=C/C(=O)c2ccc(Br)cc2)c1	-4	x	-1.4	1	7	9	-13	-8	-1.5	1.7
COc1cc(NC(=O)c2csc(N)n2)cc(C(=O)Nc2cccc(C(F)(F)F)c2)c1	3&1	11	-2.0&-0.6	x	-8&7	-38	-42&-20	-4	-0.4	-0.1&-7.1
CCOc1cc(C2NC(=O)NC(c3ccccc3)=C2C(C)=O)ccc1OCC(N)=O (configuration not stated)	-2	-14	x	0	9	-2	-5	26	0.7	0.8
O=C(COC(=O)c1c(Cl)cccc1Cl)NCc1cccs1	3	0	-0.4	x	2	-5	9	x	0.9	-2.7
CCCCCn1c(SCCc2ccccc2)nc2c1c(=O)[nH]c(=O)n2C	3	-8	-1.4	1	-6	3	11	15	2.5	i
COC(=O)C(CC(=O)c1ccc(Cl)cc1)c1ccccc1 (configuration not stated)	3	-23	-4.6	x	8	x	-12	x	x	i
O=C(N/N=C/c1ccccc1)c1ccc(NC(=O)c2ccc(F)cc2)cc1	0	x	-1.3	0	11	-30	-4	10	0.3	i
COC1c2ccccc2C(=O)N1Cc1ccc(F)cc1 (configuration not stated)	3	4	0.0	0	13	-2	1	32	-1.9	i
COc1ccc(S(=O)(=O)N2CCOCC2)cc1NC(=O)CO/N=C/c1ccccc1OC(F)F	-5	x	-1.3	3	-4	-6	-3	7	2.3	-0.6
CN(C)C=NC(=O)c1cc(C(=O)c2ccc(C(C)(C)C)cc2)c[nH]1	5	5	x	-1	2	-6	-15	4	0.3	-0.4

Quoted at random: 6 records from the list.
SMILES	FBA Mtb inh	PriA SSB inh	Mtb BioA inh	SARS 3CLpro inh	GDH-TPI inh	Rv3671c inh	MazEF act	DUSP3 inh	UGM FP inh	BH1578 lux ind
CCOC(=O)c1[nH]c(=O)[nH]c1CN(Cc1ccco1)Cc1[nH]c(=O)[nH]c1C(=O)OCC	-5	-5	x	5	-3	6	-4	4	-0.4	-0.3
Cc1ccc(S(=O)(=O)CC(C)N2CCN(C3CCCCC3)CC2)cc1 (configuration not stated)	4	1	-1.6	1	0	5	-13	-27	-0.4	i
O=C(COC(=O)c1cccc(NC(=O)c2ccco2)c1)c1ccc(Br)cc1	-1	9	-0.2	-4	-4	-161	-7	-7	2.5	x
N#CCCn1c(SCC(=O)NCc2ccco2)nc2ccccc21	-2	-19	-2.1	6	4	-3	0	4	x	-2.2
CCCCc1ccc(NC(=O)CSc2nc(=O)n(CCN(CC)CC)c3c2CCC3)cc1	-2	14	-0.6	x	-7	1	10	x	-0.4	-0.7
CN(C)C=NC(=O)c1cc(C(=O)c2ccc(C(C)(C)C)cc2)c[nH]1	5	5	x	-1	2	-6	-15	4	0.3	-0.4

Later entries:
SMILES	FBA Mtb inh	PriA SSB inh	Mtb BioA inh	SARS 3CLpro inh	GDH-TPI inh	Rv3671c inh	MazEF act	DUSP3 inh	UGM FP inh	BH1578 lux ind
CC(=O)c1sc(Nc2nc3ccc(F)cc3s2)nc1C	27*	-16&-14	3.9	1	4	0	7	8	2.2	i
O=[N+]([O-])c1ccc(OCc2cn([C@@H](CO)c3ccccc3)nn2)c(Br)c1	5	11	-0.5	x	18	-2	-6	4	0.9	-0.3
O=C(CSc1nc2ccccc2c(=O)n1Cc1ccc(F)cc1)NCc1cccs1	4	-5	x	-6	6	-9	-16	-7	-3.6	0.0
Cc1cnc(C(=O)OCC(=O)Nc2cccc3ccccc23)cn1	0	-10	-0.3	x	5	-5	-2	x	1.1	-0.5
C=C(C)C(=O)Nc1ccc2c(c1)OCCOCCOCCO2	0	30	-0.1	6	-3	-5	4	27	-0.7	i
CC(C)OC(=O)CSc1nnc(-c2ccc(Cl)cc2Cl)o1	7	-2	-0.9	-1	-7	-16	-3	20	-0.1	x
Cc1ccc(-c2csc3nc4c5ccccc5c(NCCCN(C)C)nn4c(=O)c23)cc1	19	-41	-3.3	-5	4	-2	-15	23	-0.3	-0.9

These rows are one share of the data; the hit share may differ from the screen's.
